# Eya2 phos inh = inhibitors of human Eya2 phosphatase activity; O00167; recombinant Eya2, OMFP fluorescence dephosphorylation (OMFP is methylfluorescein phosphate); Potency, µM (series often up to 76.9 µM), without a hit: at the highest dose activity, negative = inhibition, hits mostly inhibitors; 330,000 compounds, 0.006% hits; AID 488837; note: potency is the fitted concentration of half-maximal effect; % is set by controls: 0 for no effect and ±100 for the full control effect
#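 Eya2 protein (added as 0.2 uM solution) was preincubated with compound for 10 min at ambient temperature in 50 mM HEPES pH 7.5, 50 mM NaCl, 5 uM MgCl2, 0.05% BSA, 1 mM DTT. OMFP (added at 50 uM) then reacted 10 min; fluorescence read at 485/525 nm.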
# TCR act = activators of T cell receptors; 330,000 tested, under 10 active; AID 504894; Potency, µM (titrated, usually from 9.22 µM), for inactives: top-dose activation of IL-2 secretion, hits mostly activators; primary human leukocytes, anti-CD3, IL-2 HTRF, 48 h; note: % of control where 0% means no effect
#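 Primary human leukocytes were stimulated with a-CD3 beads plus compounds for 48 hr without co-stimulation; secreted IL-2 was quantified by HTRF using a-IL-2-K (europium cryptate) and a-IL-2-d2, excited at 320nm with acceptor emission read at 665nm.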
# TSHR antagonist = antagonists of human thyroid stimulating hormone receptor. P16473. TSHR-expressing cells, TSH-stimulated cAMP HTRF, 2 h; active compounds read low. activity change, negative = inhibition, % at 11.5 µM. 330,000 compounds, 0.2% hits;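 active = activity change below a set negative limit, meaning inhibition stronger than a set level, cut at about -70% in these data; inconclusive = activity change between two set negative limits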; note: % is set by controls: 0 for no effect and ±100 for the full control effect
#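 Antagonism was scored as loss of TSH-driven cAMP in TSHR cells, stimulated with 4nM TSH (EC80) for 2 hours at 37 deg C and detected by homogeneous HTRF competition immunoassay.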
# ASM inhibitor = inhibitors of human secretory acid sphingomyelinase. P17405. placental ASM, HMU-PC fluorogenic substrate, 60 min. Potency, µM (titrated, usually from 57.5 µM), for the others: at the highest dose activity change, negative = inhibition, usual class: inhibitors. 340,000 compounds, 0.006% hits. AID 504937; note: potency is the fitted concentration of half-maximal effect
#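 HMU-PC0 cleavage (9 uM final) by human placental ASM, 60 min at 37 °C following 10 min compound exposure at RT; stopped at pH 10, fluorescence Ex 386/Em 447 nm.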
# BCR signal inh = chronic active BCR signaling inhibition; ABC-DLBCL IkBa-CBG/CBR reporter, luminescence ratio, 4 h; Potency, µM (highest dose often 46.1 µM), for the others: at the top dose ratio change, negative = lower green/red ratio, hits mostly inhibitors; 340,000 compounds, 0.05% hits; AID 493014; active = well fitted inhibition curve with a large enough effect in the signal ratio, with a control signal flat, not every such curve was filed as active; inconclusive = small, poorly fitted or top-dose-only effect, or effect the other way, or a change in a side signal; the % refers to the signal ratio;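 note: potency is the fitted concentration of half-maximal effect; plate controls were basal doxycycline-induced cells for no effect and cells given 10 µM MG132 for full effect; MG132 reads +100%, hits lower the ratio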
#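 TMD8 ABC-DLBCL cells carrying doxycycline-inducible green luciferase fused to IkappaBalpha plus unfused red luciferase were exposed to compounds (up to 46 uM) for 4 hrs at 37C. Activity came from the overlap-corrected green/red luminescence ratio.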
# TSG101-PTAP inh = blocks PTAP/TSG101 interaction to inhibit HIV-1 budding; Q99816; AID 493005; Fluorescence polarization, FITC-PTAP peptide / Tsg101 binding; 340,000 tested, under 10 active; Potency, µM (doses to about 115 µM), without a hit: at the highest dose activity change, negative = inhibition, hits mostly inhibitors; active = well fitted inhibition curve with a large enough effect in the main read-out, with a control signal flat, not every such curve was filed as active; inconclusive = small, poorly fitted or top-dose-only effect, or effect the other way, or a change in a side signal; inactive = no such curve, though single readings can be large or run the other way; note: potency is the fitted concentration of half-maximal effect; % of control where 0% means no effect
# Target sequence (Q99816 whole entry, looked up): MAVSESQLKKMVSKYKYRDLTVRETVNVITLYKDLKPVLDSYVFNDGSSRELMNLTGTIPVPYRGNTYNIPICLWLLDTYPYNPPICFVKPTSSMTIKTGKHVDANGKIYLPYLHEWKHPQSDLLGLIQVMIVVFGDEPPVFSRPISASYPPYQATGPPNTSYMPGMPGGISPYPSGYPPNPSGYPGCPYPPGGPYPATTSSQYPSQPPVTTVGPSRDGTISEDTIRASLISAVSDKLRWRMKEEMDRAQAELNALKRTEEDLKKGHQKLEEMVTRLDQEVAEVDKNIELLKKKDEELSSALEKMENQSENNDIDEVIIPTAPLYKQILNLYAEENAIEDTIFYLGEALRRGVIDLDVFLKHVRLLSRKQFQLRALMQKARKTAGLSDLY
#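 Fluorescence anisotropy tracks displacement of a FITC-tagged PTAP peptide (50 nM) from the Tsg101 binding domain (10 uM), following a 20 min room-temperature incubation at pH 7.5.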
# Mito fusion yeast = inhibitors of mitochondrial division or activators of mitochondrial fusion; S. cerevisiae fusion-defective mutant growth rescue, CellTiterGlo 48 h; Potency, µM (top dose mostly 46.1 µM), for inactives: at the top dose growth rescue (activation), usual class: activators; 320,000 compounds, 0.23% hits;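 note: potency is the fitted concentration of half-maximal effect; % of control where 0% means no effect; nearly all actives have a fitted effect of over 45% in size; temperature-sensitive fusion mutants such as fzo1-1 at 37 °C on non-fermentable ethanol glycerol medium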
#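 Growth-rescue viability read-out: after 48 h at the non-permissive 37C in glycerol/ethanol YPEG, yeast mitochondrial fusion mutants are measured by CellTiterGlo luminescence; compounds (23 nl pinned per well) restoring growth score as division inhibitors or fusion activators.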
# ELG1 repair inh = ELG1-dependent DNA repair inhibition; HEK293T ELG1-luciferase reporter, luminescence, 16 h; DNA damage induced by 5-fluorouridine; AID 504467; Potency, µM (highest dose often 46.1 µM), for the others: at the highest dose activity change, negative = inhibition, hits mostly inhibitors; 330,000 compounds, 2.3% hits; note: potency is the fitted concentration of half-maximal effect; % is set by controls: 0 for no effect and ±100 for the full control effect; nearly all actives have a fitted effect of over 55% in size
#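 5-Fluorouridine DNA damage + compound/DMSO, 2,000 cells/well, 16 h, 37 °C/5% CO2. ONE-Glo, 30 min RT, luminescence. Readout = decrease in reporter signal.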
# AT treatment = potential ataxia-telangiectasia treatment. […] A-T fibroblasts, KAP-1 phosphorylation AlphaLISA; neocarzinostatin DNA damage 30 min before lysis. Potency, µM (top dose mostly 57.5 µM), for inactives: at the top dose activation, most hits filed as activators. 320,000 compounds, 0.19% hits; note: potency is the fitted concentration of half-maximal effect; % of control where 0% means no effect; nearly all actives have a fitted effect of over 45% in size
#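 hTERT-immortalized A-T patient fibroblasts ([…]), 500 cells/well in OPTI-MEM, 1% FBS, got compounds for 60 min, then NCS for 30 min at 37C. Lysates were then assayed for phospho-KAP-1 by AlphaLISA (anti-pKAP1 donor, anti-KAP1 acceptor beads), 6 hr at 25C.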
# Integrin act MD = activates integrin-mediated alleviation for muscular dystrophy; alpha7betagal myoblasts, beta-gal FDG fluorescence, 48 h; Potency, µM (titrated, usually from 38.3 µM), without a hit: at the highest dose activation, hits mostly activators; 350,000 compounds, 0.064% hits;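 note: potency is the fitted concentration of half-maximal effect; 100% = response of the positive control SU9516; nearly all actives have a fitted effect of over 60% in size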
#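 Alpha7betagal+/- myoblasts (passage 13) were plated 16-24 hr, then exposed to compounds (1:260 dilution of DMSO stock) for 48 hours at 37C. After MPER lysis, β-galactosidase reporter activity was read as FDG fluorescence (ex 480/em 540) after 30 minutes.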
# Tb PFK block = blocks T. brucei phosphofructokinase | O15648 | T. brucei PFK, ADP-Glo luminescence | Potency, µM (doses to about 57.5 µM), without a hit: top-dose activity, negative = inhibition, hits mostly inhibitors | 330,000 compounds, 0.17% hits;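 note: potency is the fitted concentration of half-maximal effect; 0% = uninhibited 1x PFK enzyme wells and -100% = no-enzyme wells; nearly all actives have a fitted effect of over 60% in size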
# Target sequence (O15648 whole entry, looked up): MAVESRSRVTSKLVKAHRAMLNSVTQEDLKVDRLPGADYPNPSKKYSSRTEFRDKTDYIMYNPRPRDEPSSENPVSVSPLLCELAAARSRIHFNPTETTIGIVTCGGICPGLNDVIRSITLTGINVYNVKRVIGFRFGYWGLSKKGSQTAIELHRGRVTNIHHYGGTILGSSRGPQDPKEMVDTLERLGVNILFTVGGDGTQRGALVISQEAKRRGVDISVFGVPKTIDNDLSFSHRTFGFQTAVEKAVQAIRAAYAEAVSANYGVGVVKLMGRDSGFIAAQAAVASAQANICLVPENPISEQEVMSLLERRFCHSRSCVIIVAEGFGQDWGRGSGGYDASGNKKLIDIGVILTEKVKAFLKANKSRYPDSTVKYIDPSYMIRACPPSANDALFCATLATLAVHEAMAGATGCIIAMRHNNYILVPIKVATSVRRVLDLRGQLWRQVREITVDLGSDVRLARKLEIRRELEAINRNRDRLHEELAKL
#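 ADP-Glo luminescence quantified ADP after 45 min at room temperature, with 1.25 nM T. brucei PFK, 0.1 mM ATP and 0.5 mM fructose-6-phosphate in pH 8.0 TEA buffer. qHTS titrations up to 57 µM; curves classified by quality.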
# The depositor's hits bear a star; ? = inconclusive; · = no result given; [ ] = dose if it differs, or a comment. Unless noted, calls come from the whole dose curve; as a rule, active = well fitted curve in the direction sought with a large enough effect; inconclusive = small, poorly fitted or top-dose-only effect, or another doubt; inactive = no such curve, though single readings can be large; an effect the other way counts as inactive or inconclusive.
Structure	Tb PFK block	ELG1 repair inh	BCR signal inh	Integrin act MD	ASM inhibitor	AT treatment	TSHR antagonist	Eya2 phos inh	Mito fusion yeast	TSG101-PTAP inh	TCR act
CC1CCCCC1NC(=O)CCN1C(=O)C2C3C=CC(C3)C2C1=O (configuration not stated)	1.4%	8.5%	1.8%	18.8%	0.7%	-3.8%	4.7	3.2%	7.0%	-1.1%	-5.3%
Cc1[nH]c2ccccc2c1C(=O)COC(=O)Cn1c(C(F)(F)F)nc2ccccc21	-2.3%	?	-2.2%	-11.3%	-8.3%	4.3%	0.1	-0.8%	-0.1%	-1.6%	3.5%[46.1 µM]
COc1ccc(C(CNC(=O)c2cccc(S(=O)(=O)Nc3ccccc3Cl)c2)N2CCOCC2)cc1 (configuration not stated)	-1.0%	?	9.1%	28.9%	-5.0%	0.7%	-30.2	3.9%	8.6%	-3.9%	-1.0%
C/C(=N\Nc1nc(-c2ccc(C)cc2C)cs1)c1cc2ccccc2oc1=O	-5.3%	1.6%	-6.7%	20.6%	-2.2%	-2.0%	-1.0	5.8%	7.8%	-6.8%	-5.4%[46.1 µM]
CC(NC(=O)Nc1ccccc1)C(c1ccccc1)N1CCOCC1 (configuration not stated)	-1.6%	6.6%	-0.1%	-24.6%	2.3%	0.2%	10.8	-2.4%	5.3%	-2.1%	0.2%[46.1 µM]
NC1=NN=C(N2N=C(c3ccccc3)CC2(O)C(F)(F)F)n2ncnc2C1 (configuration not stated)	3.5%	-3.4%	0.1%	-23.2%	9.2%	5.2%	-2.9	4.5%	-1.7%	-3.3%	1.4%
Cc1c(C(=O)N2CCN(CCc3ccccn3)CC2)oc2ccc(Cl)cc12	1.4%	-11.6%	?	-27.1%	-1.2%	1.7%	11.5	4.1%	-8.4%	-12.0%	7.3%
C=CCNc1scc(-c2ccccc2)[n+]1CC=C	1.0%	-20.9%	2.4%	-0.3%	2.0%	-3.4%	-0.1	15.5%	0.1%	-4.2%	-4.7%
CN(C)S(=O)(=O)N1CCC(CO)(Cc2cccc(C(F)(F)F)c2)CC1	-4.4%	?	0.2%	6.9%	-1.2%	1.6%	-1.0	-5.1%	-0.3%	-1.8%	-2.8%
CCOC(=O)CC1COCCN1Cc1cn[nH]c1-c1ccc2c(c1)OCO2 (configuration not stated)	-0.3%	-2.9%	17.4%	-32.0%[inhibitor]	2.7%	0.8%	-6.2	0.7%	2.4%	-1.7%	2.0%
COc1ccccc1NC(=O)Nc1ncccc1C	0.7%	17.7%	-1.7%	2.3%	-0.2%	-4.9%	0.7	-5.4%	1.5%	-4.4%	9.8%
O=C(N1CCCCCC1)N1CCN(S(=O)(=O)c2ccccc2)CC1	0.3%	-13.9%	-23.0%	-15.8%	1.9%	·	-0.9	-26.7%	-2.9%	-6.5%	-3.8%
N#CCCn1cc(C(=O)Nc2cccc(C(=O)O)c2)c(-c2ccc(Cl)cc2)n1	7.7%	3.3%	-3.5%	7.1%	-4.7%	2.9%	-2.2	-5.4%	-1.3%	-5.1%	1.5%
COC(=O)CSc1nc(NC#N)nc(NC(C)C)n1	0.5%	1.4%	-20.5%	-25.4%	-0.3%	-2.0%	9.1	5.1%	0.1%	-6.7%	-0.5%
COc1ccc(OC)c(Nc2ncnc3c2cnn3-c2cccc(C)c2)c1	-1.1%	?	?	10.3%	-3.9%	3.7%	-11.2	-0.5%	15.8µM*	-2.6%	2.9%[46.1 µM]
CCCCN(C(=O)c1c(-c2ccccc2)noc1C)c1c(N)n(CCC)c(=O)[nH]c1=O	-8.0%	7.3%	3.6%	8.8%	3.0%	-6.1%	·	7.5%	·	0.0%	-7.9%
CCNCCNC(=O)c1c(O)c2cccc3c2n(c1=O)CCC3	0.3%	-3.6%	?	-30.8%	-1.0%	14.9%	2.1	25.6%	-6.1%	-8.8%	3.0%
CC1=C(C(=O)OCCOC(C)C)C(c2cc3c(cc2Br)OCO3)C2=C(CCCC2=O)N1 (configuration not stated)	-0.4%	?	?	8.3%	419.0%[activator]	16.0%	18.7	-35.1%	7.3%	-7.6%	2.9%
COC(=O)[C@H](Cc1ccccc1)NC(=O)O[C@@H]1C(=O)c2cc(Br)ccc2O[C@H]1c1cccc(OC)c1	9.5%	·	?	·	·	-2.5%	3.7	-3.7%	-0.6%	·	·
COc1ccc(NC(=O)Cn2nc(C)c3ccccc3c2=O)cc1	-0.6%	3.4%	0.1%	-3.6%	-0.4%	-12.2%	10.3	-1.2%	1.5%	-1.5%	·
O=[N+]([O-])c1ccc(N2CCN(S(=O)(=O)c3ccccc3)CC2)cc1NCc1ccco1	1.5%	1.1%	1.0%	·	·	2.0%	6.2	11.7%	0.7%	·	8.1%[46.1 µM]
Cc1cc(C)cc(NC(=O)N2CCN(S(C)(=O)=O)CC2)c1	-2.4%	13.9%	-2.2%	3.7%	0.8%	-1.2%	0.1	-9.5%	1.0%	-1.6%	2.1%
COc1ccc(NS(=O)(=O)c2c(F)cccc2F)cc1S(=O)(=O)N1CCOCC1	-3.9%	8.0%	?	-4.7%	2.2%	-0.1%	5.8	11.0%	0.2%	-2.5%	2.0%
CSc1nc2ccc(NS(=O)(=O)c3cccc(Cl)c3Cl)cc2s1	6.5%	3.9%	?	0.6%	-20.4%	2.3%	1.1	-22.4%	35.5µM*	-0.5%	3.2%[46.1 µM]
CC(C)CCn1c(N)c(S(=O)(=O)c2cccs2)c2nc3ccccc3nc21	0.5%	?	?	-26.0%	·	13.8%	-12.2	-20.6%	0.1%	·	·
Cc1ccccc1-n1nnnc1SCC(=O)Nc1ccc(N2CCN(C)CC2)cc1	1.2%	14.4%	12.0%	-61.0%[inhibitor]	0.8%	-1.2%	11.9	3.3%	-20.8%	-3.3%	-2.3%
Fc1ccc(Cn2nnnc2C(c2cccs2)N2CCN(C3CCCCC3)CC2)cc1 (configuration not stated)	-2.8%	-4.1%	-0.5%	-26.6%	0.5%	-3.9%	1.0	-4.1%	7.9%	-5.2%	6.7%
CCCCn1c(N)c(N(CCOC)C(=O)C2CCN(S(=O)(=O)c3ccc(C)c(C)c3)CC2)c(=O)[nH]c1=O	4.6%	7.2%	-7.7%	-12.9%	0.1%	-2.5%	16.2	-14.7%	-1.6%	-2.3%	1.3%
O=S(=O)(Nc1ccc(-c2ccc3nncn3n2)cc1)c1ccccc1F	-4.7%	?	6.3%	-19.5%	·	15.3%	3.6	-6.6%	0.3%	-2.7%	-4.2%
CS(=O)(=O)N1CCN(C(=O)c2ccc(-c3ccccc3)cc2)CC1	18.2%	-4.5%	?	-17.1%	-1.9%	2.7%	7.7	10.3%	1.1%	-1.9%	3.0%
Cc1nc(-c2cccnc2)sc1C(=O)N/N=C/c1ccccc1Cl	-15.2%	-7.3%	6.7%	21.2%	-2.1%	-10.3%	13.3	-0.3%	-1.9%	-3.2%	-0.5%
COc1ccc(-c2cc(C(F)(F)F)n3ncc(C(=O)NCC4CCCO4)c3n2)cc1OC (configuration not stated)	0.0%	0.581µM*	-9.9%	3.0%	51.8%[activator]	1.1%	-5.2	4.7%	4.1%	1.1%	1.2%
Cc1nnsc1SCCNC(=O)c1c(F)cccc1F	-9.8%	?	-1.2%	-3.4%	2.8%	-4.2%	20.4	-3.5%	-4.8%	-4.5%	2.1%
CC(C)c1ccc(CC(C)C2C3=C(CCCC3=O)OC3=C2C(=O)CCC3)cc1 (configuration not stated)	0.7%	-14.2%	1.6%	4.8%	-9.6%	3.0%	-22.7	-16.4%	-5.6%	-1.0%	1.2%

# Screening results from PubChem BioAssay.
